# Screening data: PubChem BioAssay, National Center for Advancing Translational Sciences (NCATS)
# GALK inh – qHTS Assay for Inhibitors of Human Galactokinase (GALK): NCGC Sytravon Library Screen; P51570; recombinant GALK, Kinase-Glo ATP luminescence, 1 h; Potency, µM (titrated, usually from 57.5 µM), for the others: at the top dose activity, negative = inhibition, actives largely listed as inhibitors; 44,000 tested, under 10 active; AID 1347072, 2019;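 also: plate controls were full GALK reaction for no effect and reaction lacking GALK for full effect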
#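 Luminescent ATP-depletion readout (Kinase-Glo Plus, 10 min) after 1 h RT reaction of 5 nM GALK, 35 uM ATP, 100 uM galactose, pH 8.0 HEPES buffer. Decreased kinase activity scored as inhibition.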
# p53null 32C tox – qHTS Screen for Compounds that Selectively Target Cancer Cells with p53 Mutations: Cytotoxicity of p53 Null Cells at the Permissive Temperature; H1299-neo p53 null cells, ATP luminescence, 24 h, 32C; Potency, µM (highest dose often 46.1 µM), without a hit: at the top dose activity change, negative = cytotoxicity, actives largely listed as cytotoxic; hit rate 0.62% among 55,000;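 also: potency is read from the fitted curve at half-maximal effect; 0% = DMSO only and -100% = full killing by 100 µM tamoxifen; nearly all actives have a fitted effect of over 55% in size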
#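 H1299-neo (p53 null) cells, 600/well, treated 24 h at 32C with compound up to 46 uM; ATPlite luminescence viability, normalized to DMSO and 100 uM tamoxifen; AC50 by Hill fit.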
# PTAP-TSG101 blk – qHTS Validation Assay for Inhibitors of HIV-1 Budding by Blocking the Interaction of PTAP/TSG101: Sytravon Library Screen; 44,000 tested, under 10 active; Tumor susceptibility gene 101 protein (Homo sapiens), Q99816; Fluorescence polarization, FITC-PTAP peptide/Tsg101, 20 min; Potency, µM (highest dose often 115 µM), inactives show at the top dose activity change, negative = inhibition, most hits filed as inhibitors; also: potency is read from the fitted curve at half-maximal effect; 0% is about no effect
# Target sequence (Q99816 whole entry, looked up): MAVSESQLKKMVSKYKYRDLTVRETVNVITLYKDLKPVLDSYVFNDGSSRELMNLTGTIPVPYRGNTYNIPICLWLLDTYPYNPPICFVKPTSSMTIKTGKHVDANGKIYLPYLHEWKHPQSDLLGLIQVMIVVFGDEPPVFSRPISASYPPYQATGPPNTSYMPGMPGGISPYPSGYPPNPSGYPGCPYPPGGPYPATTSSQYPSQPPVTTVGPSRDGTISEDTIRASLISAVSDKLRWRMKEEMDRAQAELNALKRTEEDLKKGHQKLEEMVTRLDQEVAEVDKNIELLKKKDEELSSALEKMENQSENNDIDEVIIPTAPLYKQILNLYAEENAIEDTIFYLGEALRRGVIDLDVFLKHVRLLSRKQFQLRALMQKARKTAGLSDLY
#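 Fluorescence polarization binding of Tsg101 binding domain (10 uM final) to FITC-labeled PTAP-motif peptide (50 nM final) in HEPES pH 7.5/NaCl/Tween 20/EDTA/TCEP buffer; 20 min at r.t. Actives by curve class, <25 µM, efficacy <60% inhibition.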
# B2AR arrestin ag – qHTS assay of beta-arrestin-biased ligands of beta2-adrenergic receptor: NCGC Sytravon Library Screen. Beta-2 adrenergic receptor (Homo sapiens), P07550. HTLA Tango cells, beta-arrestin recruitment, luciferase luminescence, 18 h. Potency, µM (titrated, usually from 46.1 µM), for inactives: at the highest dose activation, actives largely listed as activators. 44,000 tested, under 10 active;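 also: potency is read from the fitted curve at half-maximal effect; 0% = DMSO and full agonism = EC100 isoproterenol or metaproterenol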
# Target sequence (P07550 whole entry, looked up): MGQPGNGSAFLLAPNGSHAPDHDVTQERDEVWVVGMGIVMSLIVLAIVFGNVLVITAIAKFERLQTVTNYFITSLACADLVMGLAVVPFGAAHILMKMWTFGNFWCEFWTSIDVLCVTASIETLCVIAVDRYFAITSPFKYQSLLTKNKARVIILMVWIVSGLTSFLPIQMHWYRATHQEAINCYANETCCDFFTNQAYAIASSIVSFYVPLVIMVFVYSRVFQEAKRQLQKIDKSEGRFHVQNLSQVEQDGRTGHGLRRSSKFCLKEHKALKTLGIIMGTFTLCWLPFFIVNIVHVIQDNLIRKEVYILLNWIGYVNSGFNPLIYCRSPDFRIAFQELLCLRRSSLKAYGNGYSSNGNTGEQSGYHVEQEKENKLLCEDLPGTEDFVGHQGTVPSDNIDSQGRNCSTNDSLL
#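 First, Tango cells carrying beta2-AR and beta-arrestin fusions received compound up to 46 microM. After 18 hr at 37 degrees C, luciferase substrate was added for 15 minutes, then luminescence gave %Activity for curve fitting.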
# NTMT1 inh – Primary qHTS for Inhibitors of N-terminal methyltransferase 1 (NTMT1): MTaseGlo Assay. N-terminal Xaa-Pro-Lys N-methyltransferase 1 (Homo sapiens), Q9BV86. NTMT1 MTase-Glo SAH luminescence, purified enzyme. Potency, µM (doses to about 114 µM), inactives show at the top dose activity change, negative = inhibition, hits mostly inhibitors. hit rate 2.5% among 59,000. AID 1645870, 2021;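 also: potency is read from the fitted curve at half-maximal effect; plate controls were DMSO vehicle for no effect and no enzyme for full effect; nearly all actives have a fitted effect of over 65% in size; many of its hits are not listed in these tables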
# Target sequence (Q9BV86 whole entry, looked up): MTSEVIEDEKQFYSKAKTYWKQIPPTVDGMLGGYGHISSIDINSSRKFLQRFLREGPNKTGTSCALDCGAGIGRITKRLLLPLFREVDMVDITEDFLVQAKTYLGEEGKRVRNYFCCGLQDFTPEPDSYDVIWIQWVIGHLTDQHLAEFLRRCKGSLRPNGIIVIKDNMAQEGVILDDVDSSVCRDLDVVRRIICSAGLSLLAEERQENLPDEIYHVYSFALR
# p53null 39C tox – qHTS Screen for Compounds that Selectively Target Cancer Cells with p53 Mutations: Cytotoxicity of p53 Null Cells at the Nonpermissive Temperature. Potency, µM (series often up to 46.1 µM), for the others: top-dose activity, negative = cell killing, hits mostly cytotoxic. hit rate 0.97% among 55,000. AID 904, 2007. H1299 p53-null (neo) cells, 39C, ATPlite viability, 24 h;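 also: potency is read from the fitted curve at half-maximal effect; 0% = DMSO only and -100% = full killing by 100 µM tamoxifen; nearly all actives have a fitted effect of over 50% in size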
#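 ATP-luminescence viability readout (ATPlite, 20 min RT) after 24 hr compound treatment at 39C of H1299-neo or H1299-p53A138V cells; titration up to 46 uM; normalized to DMSO and 100 uM tamoxifen; Hill-fit AC50.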
# FH mod – Identification of activators of human fumarate hydratase by quantitative high-throughput screening; FH coupled MDH/diaphorase resazurin fluorescence, 15 min; Potency, µM (titrated, usually from 79.9 µM), for the others: at the highest dose activity change, negative = inhibition, actives largely listed as inhibitors; hit rate 0.22% among 54,000; AID 1347055, 2019; also: potency is read from the fitted curve at half-maximal effect; % is scaled to controls: 0 for no effect and ±100 for the full control effect; the screen sought activators but most active calls are inhibition curves; nearly all actives have a fitted effect of over 45% in size
# The depositor's hits bear a star; ? = inconclusive; / = not tested or not shown; & = joins results of further samples; [ ] = remark or other dose. Calls follow the shape of the dose curve; as a rule, active = well fitted curve in the direction sought with a large enough effect; inconclusive = small, poorly fitted or top-dose-only effect, or another doubt; inactive = no such curve, though single readings can be large; an effect the other way counts as inactive or inconclusive. A portion of the library; rates above refer to the full screens.
SMILES,GALK inh,p53null 32C tox,PTAP-TSG101 blk,B2AR arrestin ag,NTMT1 inh,p53null 39C tox,FH mod
Cc1ccc(Cl)cc1N1CCN(C(=O)CCCCCn2c(=O)[nH]c3ccccc3c2=O)CC1,2%,?,0%,-3%,6%,-3%,-6%
O=S(=O)(Nc1ccc(-c2ccc(N3CCCC3)nn2)cc1)c1cccc(C(F)(F)F)c1,-1%,15%,2%,5%,/,-3%,/
COc1cccc(-c2nc(SCC(=O)NCc3ccco3)c3c(=O)n(C)c(=O)n(C)c3n2)c1,0%,3%,-7%,0%,-3%,3%,-2%
CCOc1ccc(Nc2nc(Nc3ccc(OCC)cc3)nc(N3CCOCC3)n2)cc1,0%,2%,-3%,1%,14%,0%,2%
CCOc1ccc(CCNC(=O)CS(=O)(=O)Cc2nc(-c3ccc(OC)cc3)oc2C)cc1,-12%,-4%,-7%,0%,3%,11%,-1%
COc1ccccc1NC(=O)c1cc2c(-c3ccccc3)nn(-c3ccccc3)c2s1,-1%,?,3%,0%,10%,?,-14%
O=C(NCc1ccccc1Cl)c1ccc2c(c1)NC(=O)C(CS(=O)(=O)Cc1ccc(F)cc1Cl)N2 (stereo unspecified),1%,-10%,26%,0%,/,20%,/
CCCCNC(=O)c1cc2c(=O)n3cccc(C)c3nc2s1,1%,7%,-1%,0%,-11%,-9%,-20%
Cc1cc(C)c(S(=O)(=O)NCCc2csc3nc(-c4ccc(Cl)cc4)nn23)c(C)c1,-6%,46%[activator],-9%,-3%,-2%,20µM*,?
N#C/C(=C\c1ccc(F)cc1)C(=O)NCC1CCCO1 (stereo unspecified),-19%,1%,2%,0%,8%,21%,-6%
COc1cc(CCC(=O)NCc2ccc3c(c2)CCN3C(=O)c2cccc(C)c2)cc(OC)c1OC,0%,4%,-6%,0%,-14%,22%,5%
Cc1cc(=O)n2nc(N3CCC(C(=O)NCc4ccccc4)CC3)sc2n1,6%,6%,-1%,-3%,5%,-14%,-3%
CCOC(=O)CSc1ncnc2c1c(-c1ccccc1)cn2-c1ccc(OC)cc1,14%,-6%&-1%,0%,0%,14%,2%&1%,-1%
COc1ccc(CNC(=O)CCC(=O)N2CCSc3ccccc32)cc1,3%,-8%,0%,0%,0%,-10%,-16%
CCOC(=O)c1ccc(N2C(=O)c3[nH]nc(-c4ccc(OCC)cc4)c3C2c2ccc(OC)cc2OC)cc1 (stereo unspecified),1%,28%,-4%,-1%,5%,26%,-19%
COc1ccc(-c2cc(C(=O)NCCc3ccc(OC)c(OC)c3)c3ccccc3n2)cc1,0%,-15%,-3%,0%,-3%,-20%,-13%
COc1cccc(-c2noc(-c3cc(C(C)C)[nH]n3)n2)c1OC,-2%,-22%,-8%,3%,7%,?,-10%
COc1ccc(-c2cc(C(=O)Nc3c(Cl)cccc3Cl)no2)cc1OC,6%,15%,-10%,-1%,/,-21%,/
CCOCCOC(=O)c1ccc(NC(=O)/C=C/c2ccc(OC)c(OC)c2)cc1,-4%,?,-2%,0%,9%,1%,-29%
CCCn1c(=O)sc2cc(NC(=O)c3ccc(OC)c(Br)c3)ccc21,0%,-2%,-2%,-2%,-14%,-9%,-22%
Cc1ccc(CN(C(=O)COc2ccc(Cl)cc2)c2ccccn2)o1,0%,-14%,-7%,-4%,-22%,-23%,-25%
COc1ccc(CNC(=O)C2CCCN(C(=O)c3cnn(-c4ccc(F)cc4)c3-n3cccc3)C2)cc1 (stereo unspecified),1%,2%,-2%,0%,-10%,5%,-10%
CCOc1ccccc1C(=O)NCc1nc2cccnc2n1Cc1ccc(C)cc1,2%,?,-4%,-1%,9%,7%,-2%
CCN(C(=O)Cn1nnc2sc3c(c2c1=O)CCC(C(C)(C)C)C3)c1cccc(C)c1 (stereo unspecified),-1%,-7%,2%,-1%,11%,-1%,-18%
CC(=O)N1CCc2c(sc3c2c(=O)n(CCc2ccccc2)c(=O)n3Cc2ccc(Cl)cc2)C1,-1%,31%[activator],4%,-1%,11%,57%[activator],?
Cc1ccc(S(=O)Cc2nc(-c3ccc(C(=O)NC(C)c4ccccc4)cc3)oc2C)cc1 (stereo unspecified),-4%,3%,-4%,5%,?,20%,-22%
COc1ccccc1N1CCN(C(=O)Cn2c(=O)n3nc(-c4cccc(F)c4)nc3c3ccccc32)CC1,-2%,1%,-7%,-2%,10%,34%[activator],4%
CN(Cc1ccccc1)C(=O)c1nc(-c2ccc(Cl)cc2)n2c1CCCCC2,-6%,-16%,-5%,0%,-5%,-13%,13%
Cc1ccc(CN2CCSc3ccc(C(=O)Nc4ccc(F)cc4F)cc32)cc1,6%,10%,-1%,-2%,31%,-2%,-25%
COc1ccc(-c2cc(C)no2)cc1S(=O)(=O)NCc1ccco1,2%,12%,-8%,0%,7%,-1%,2%
O=C(CSc1nc(-c2cccc(F)c2)[nH]c1-c1ccccc1)Nc1ccc2c(c1)OCCO2,4%,?,2%,-1%,-3%,?,?
Cc1ccc(NC(=O)CN(C)S(=O)(=O)c2cnc[nH]2)cc1,0%,-7%,-3%,-3%,22%,1%,-8%
O=C(Cn1ncc2c3ccccc3n(Cc3ccc(F)cc3)c2c1=O)NCCC1=CCCCC1,7%,-13%,1%,-4%,3%,-4%,6%
COc1ccc(N2C(=O)NC(NS(=O)(=O)c3ccc(NC(C)=O)cc3)(C(F)(F)F)C2=O)cc1 (stereo unspecified),-2%,/,-2%,1%,-3%,/,5%
CC(CNC(=O)c1nnc(Cc2cccc(F)c2)o1)c1ccccc1 (stereo unspecified),-9%,3%,0%,1%,9%,21%,-7%
COc1ccc(CNC(=O)c2cc3cccc(OC)c3oc2=O)cc1,-2%,16%,4%,1%,-25%,9%,-3%
Cc1cccc(Cn2c(SCc3ccc(C(=O)N4CCCCCC4)cc3)nc3ccncc32)c1,1%,-14%,8%,-3%,-4%,-4%,-21%
CCOc1ccc(-c2cc(NC(=O)Nc3ccccc3C(F)(F)F)c(C(=O)OC)s2)cc1,-4%,-3%,3%,0%,8%,-28%,-25%
CN(C(=O)CSc1nc2ccccc2n1Cc1ccccc1C#N)c1ccccc1,-4%,2%,-3%,-1%,15%,3%,-12%
CCOc1ccc(NC(=O)Cn2nc(-c3ccncc3)ccc2=O)cc1,1%,-10%,-7%,-1%,8%,17%,11%
COc1ccc(CCNC(=O)c2ccc(CS(=O)(=O)Cc3cccc(C)c3)o2)cc1OC,-4%,1%,-1%,1%,13%,-1%,-4%
CCOC(=O)c1ccccc1NC(=O)c1sc2ncn(Cc3cccc(F)c3)c(=O)c2c1C,2%,6%,1%,-2%,5%,4%,-18%
CCOc1ccc(NC(=O)CN2CCN(C3CCCCC3)C(=O)C2=O)cc1,0%,-1%,0%,1%,20%,3%,-8%
CCOC(=O)c1ccccc1NC(=O)Cn1c(=O)n(Cc2nc(-c3ccccc3)no2)c(=O)c2ccccc21,4%,11%,2%,0%,9%,2%,-17%
COc1ccc(S(=O)(=O)N(CC(=O)NCCSc2ccccc2)c2ccc(C)cc2)cc1,7%,3%,0%,1%,8%,25%,9%

# The final 2 compounds of the section above come first, to join the parts:
SMILES,GALK inh,p53null 32C tox,PTAP-TSG101 blk,B2AR arrestin ag,NTMT1 inh,p53null 39C tox,FH mod
CCOC(=O)c1ccccc1NC(=O)Cn1c(=O)n(Cc2nc(-c3ccccc3)no2)c(=O)c2ccccc21,4%,11%,2%,0%,9%,2%,-17%
COc1ccc(S(=O)(=O)N(CC(=O)NCCSc2ccccc2)c2ccc(C)cc2)cc1,7%,3%,0%,1%,8%,25%,9%
Nc1c(-c2nc(-c3cccs3)no2)nnn1-c1cccc(Cl)c1,-2%,10%,2%,1%,13%,26%,3%
O=C(Nc1ccc(F)c(F)c1)c1cc(S(=O)(=O)NCc2ccc3c(c2)OCO3)ccc1F,-1%,-4%,0%,-1%,-7%,6%,-22%
Cc1c(C(=O)OC2CCCCCC2)[nH]c2c1C(=O)CC(c1ccccc1Cl)C2 (stereo unspecified),3%,25%,-2%,1%,8%,24%,-20%
CCCn1c(=O)n(-c2cc(Cl)c(OC)cc2OC)c(=O)c2c3c(sc21)CN(C(C)=O)CC3,7%,4%,-3%,-2%,-5%,-18%,-5%
CCc1ccc(N2CCn3c2nc2c3c(=O)n(Cc3c(F)cccc3Cl)c(=O)n2C)cc1,5%,2%,0%,0%,9%,13µM*,1%
Cc1ccc(Cl)cc1N1CCN(C(=O)CCc2nnc3n(C)c(=O)c4ccccc4n23)CC1,2%,0%,1%,0%,2%,-22%,?
CCOc1ccc(N(C)S(=O)(=O)c2cc(-c3cc(C)no3)ccc2OC)cc1,0%,-7%,-2%,1%,-2%,3%,-16%
COC(=O)c1ccc(NC(=O)C(C)N2Cc3ccccc3C2=O)cc1 (stereo unspecified),4%,-8%,-9%,-1%,0%,-5%,1%
CCOC(=O)c1c(C)oc2c1cc(NS(=O)(=O)c1ccc(C)cc1)c1ccccc12,?,1%,0%,1%,-1%,-2%,-10%
Cc1ccc(CNC(=O)CCNS(=O)(=O)c2cccc3nsnc23)cc1,0%,7%,-1%,1%,8%,5%,5%
COc1ccc(CCNC(=O)CCCCn2c(=O)c3ccccc3n(Cc3cccc(C)c3)c2=O)cc1OC,5%,28%,1%,-1%,-1%,-2%,-15%
Cc1ccc(-n2ncc(C(=O)N3CCN(c4ccccn4)CC3)c2C2CCN(C(=O)OC(C)(C)C)CC2)cc1,0%,-8%,-3%,2%,20%,-28%,0%
Cc1cccc(NC(=O)C2CCN(c3nnc(C)c4c(C)n(-c5ccccc5)nc34)CC2)c1C,0%,-1%,-4%,-1%,-3%,1%,-14%
CCc1ccc(NC(=O)c2sc3nc(C)c(Cl)c(C)c3c2NC(=O)c2ccccc2)cc1,4%,2%,-2%,1%,5%,-15%,3%
Nc1nonc1-c1nc2ccccc2n1CC(=O)Nc1cccc(C(F)(F)F)c1,3%,8%,24%,-2%,27%,-17%,-18%
Cc1cccc(C)c1NC(=O)c1sc(-n2nc(C)c(Cc3ccc4c(c3)OCO4)c2C)nc1C,-6%,-5%,1%,-3%,3%,5%,2%
